mIAP activ = mouse IAP activation; muIAP, CDP-Star luminescence, 30 min; active compounds read high; 1 = vehicle-only enzyme signal, 0 = enzyme-free wells; activation factor at 10 µM; hit rate 0.24% among 330,000;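 active means activation factor of at least 2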; further: the source names both 10 and 20 µM as test concentration; values of inactives mirror those of a sister screen read the other way
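Assay system: mouse IAP enzyme / Compound: DMSO-dissolved test compounds / Timing: 30 min, room temperature / Measured by: luminescence from enzymatic CDP-Star hydrolysis / Control set: DMSO-only wells, enzyme-free buffer wells as negative control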
MPTP inh = blocks calcium-induced mitochondrial swelling. inhibition, % at 10 µM. isolated mouse mitochondria, Ca2+ swelling absorbance, 30 min. hit rate 1.4% among 360,000;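 active means inhibition of 50% or more, scaled per plate between neutral and stimulator controls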;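 further: 0% = DMSO wells given calcium and 100% = 1 mM EGTA wells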
A3G deaminase = inhibitors of human APOBEC3G DNA deaminase. recombinant A3G, ssDNA deamination FAM/TAMRA fluorescence. hit rate 0.28% among 330,000. Q9HC16. inhibition, % at 20 µM;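 active means inhibition of at least 40% at 20 µM, with no more than 30% in the related APOBEC3A deaminase screen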;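 further: plate controls were DMSO wells with A3G for no effect and wells lacking A3G enzyme for full effect; some compounds called inactive have numbers as strong as hits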
Target sequence (Q9HC16 whole entry, looked up): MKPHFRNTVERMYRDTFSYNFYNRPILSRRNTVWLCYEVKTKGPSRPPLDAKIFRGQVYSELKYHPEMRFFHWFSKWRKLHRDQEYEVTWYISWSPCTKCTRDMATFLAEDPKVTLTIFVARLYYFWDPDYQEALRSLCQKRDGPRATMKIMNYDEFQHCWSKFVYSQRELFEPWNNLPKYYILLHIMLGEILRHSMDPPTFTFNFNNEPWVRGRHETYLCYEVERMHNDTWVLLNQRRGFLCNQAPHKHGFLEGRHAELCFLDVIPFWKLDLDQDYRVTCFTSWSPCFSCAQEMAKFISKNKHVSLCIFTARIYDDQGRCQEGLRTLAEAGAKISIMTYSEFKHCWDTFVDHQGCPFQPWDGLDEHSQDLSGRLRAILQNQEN
mIAP inh = blocks mouse intestinal alkaline phosphatase | hit rate 0.2% among 330,000 | AID 2806 | purified mouse IAP, CDP-Star luminescence, 30 min | inhibition, % at 10 µM;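 active means inhibition of at least 40% at 10 µM in the primary screen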;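 further: plate controls were DMSO with enzyme for no effect and no enzyme wells for full effect; values of inactives mirror those of a sister screen read the other way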
MIN6 prolif = MIN6 beta-cell proliferation induction. AID 2380. MIN6 cells proliferation, ATPlite luminescence, 48 h; cells starved in 0.2% serum; 100% = growth in 10% serum. hit rate 0.29% among 330,000. proliferation, % at 10 µM;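 active means compounds whose signal lies at least 3.5 SD above the mean of all wells on their plate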;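 further: 0% = DMSO-treated cells in low-serum medium and 100% = 10% serum control; some compounds called inactive have numbers as strong as hits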
ATG4B inh = blocks human ATG4B protease cleavage of LC3 substrate; ATG4B cleavage of LC3-PLA2, NBD-HPC fluorescence, 1 h; AID 504462; inhibition, % at 8.33 µM; hit rate 0.51% among 340,000; in the data active means inhibition above about 40%
hIAP act = increases human intestinal alkaline phosphatase activity; purified human IAP, CDP-Star luminescence, 30 min; active compounds read high; 1 = vehicle-only enzyme, 0 = enzyme-free background; AID 2524; activation factor at 10 µM; hit rate 0.16% among 330,000; P09923;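 active means activation factor of the enzyme at least 2-fold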; further: the source names both 10 and 20 µM as test concentration; values of inactives mirror those of a sister screen read the other way
Target sequence (P09923 whole entry, looked up): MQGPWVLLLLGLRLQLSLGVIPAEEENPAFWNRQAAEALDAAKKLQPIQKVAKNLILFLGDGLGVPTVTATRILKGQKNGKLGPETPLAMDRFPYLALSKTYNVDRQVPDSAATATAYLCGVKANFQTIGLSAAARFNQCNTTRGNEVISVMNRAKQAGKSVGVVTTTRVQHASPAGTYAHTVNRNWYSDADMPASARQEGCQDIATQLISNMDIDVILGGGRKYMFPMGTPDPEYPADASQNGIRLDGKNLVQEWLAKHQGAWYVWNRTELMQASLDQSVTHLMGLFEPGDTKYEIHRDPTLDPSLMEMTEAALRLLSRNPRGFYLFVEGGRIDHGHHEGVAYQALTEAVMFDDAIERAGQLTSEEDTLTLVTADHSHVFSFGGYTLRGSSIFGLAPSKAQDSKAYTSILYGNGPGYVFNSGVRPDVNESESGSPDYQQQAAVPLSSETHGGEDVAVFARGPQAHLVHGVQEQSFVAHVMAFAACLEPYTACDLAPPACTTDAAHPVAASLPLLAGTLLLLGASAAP
hIAP inh = blocks human intestinal alkaline phosphatase | hit rate 0.12% among 330,000 | inhibition, % at 10 µM | P09923 | purified IAP, CDP-Star luminescence, 30 min;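 active means inhibition reaching a set limit with compound at 10 µM in the primary screen, cut at about 35% in these data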;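 further: plate controls were DMSO wells with enzyme for no effect and no-enzyme buffer wells for full effect; values of inactives mirror those of a sister screen read the other way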
APOBEC3A inh = human APOBEC3A DNA deaminase inhibition. P31941. recombinant A3A, FAM/TAMRA ssDNA deamination fluorescence. inhibition, % at 20 µM. hit rate 0.41% among 330,000;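 active means at least 40% inhibition at 20 µM here, with at most 30% in a related deaminase screen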;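 further: plate controls were A3A with DMSO for no effect and wells lacking A3A enzyme for full effect; some results filed as inactive read as strong as hits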
* hit, by the source's call; . = not tested or not shown.

The opening 6 entries, ahead of the listing:
SMILES	mIAP activ	MPTP inh	A3G deaminase	mIAP inh	MIN6 prolif	ATG4B inh	hIAP act	hIAP inh	APOBEC3A inh
C/C(N)=C(/C#N)C(=O)COC(=O)C(c1ccccc1)c1ccccc1	0.97	1.5	3	3	-4	-12	1	-1	16
Cc1nc(CS(=O)c2ccc(Cl)cc2)cc(N2CCOCC2)n1 (configuration not stated)	1	0.3	-6	-4	-4	-3	1.2	-19	-2
CC12CCC(C(=O)NCCCN3CCOCC3)(C(Br)C1=O)C2(C)C (configuration not stated)	1.1	0.4	-2	-8	-1	-3	1	-1	1
COc1ccc(N2CC(C(=O)Nc3c4c(nn3-c3ccc(OC)cc3)CS(=O)(=O)C4)CC2=O)cc1 (configuration not stated)	0.96	-0.5	0	4	3	2	0.87	13	1
COC(=O)c1ccc(NC(=S)N2CCN(C(=O)c3ccco3)CC2)cc1	1	-0.9	-3	-3	-2	2	0.85	15	-2
O=C(OCC(=O)c1ccccc1Br)c1ccccn1	1.1	-1.0	-6	-10	-1	-8	1.1	-15	-7

All compounds of this part, from the start:
SMILES	mIAP activ	MPTP inh	A3G deaminase	mIAP inh	MIN6 prolif	ATG4B inh	hIAP act	hIAP inh	APOBEC3A inh
C/C(N)=C(/C#N)C(=O)COC(=O)C(c1ccccc1)c1ccccc1	0.97	1.5	3	3	-4	-12	1	-1	16
Cc1nc(CS(=O)c2ccc(Cl)cc2)cc(N2CCOCC2)n1 (configuration not stated)	1	0.3	-6	-4	-4	-3	1.2	-19	-2
CC12CCC(C(=O)NCCCN3CCOCC3)(C(Br)C1=O)C2(C)C (configuration not stated)	1.1	0.4	-2	-8	-1	-3	1	-1	1
COc1ccc(N2CC(C(=O)Nc3c4c(nn3-c3ccc(OC)cc3)CS(=O)(=O)C4)CC2=O)cc1 (configuration not stated)	0.96	-0.5	0	4	3	2	0.87	13	1
COC(=O)c1ccc(NC(=S)N2CCN(C(=O)c3ccco3)CC2)cc1	1	-0.9	-3	-3	-2	2	0.85	15	-2
O=C(OCC(=O)c1ccccc1Br)c1ccccn1	1.1	-1.0	-6	-10	-1	-8	1.1	-15	-7
Cc1nc(C)c(-c2ccn(S(=O)(=O)c3ccc(Cl)cc3)n2)o1	1	9.1	-8	-2	-1	-8	1.2	-17	1
O=C(Nc1nnc(-c2ccccc2)s1)c1cccc(S(=O)(=O)N2CCOCC2)c1	0.92	-3.1	-9	8	-1	-3	0.97	3	0
O=C(Nc1ccc(F)cc1)c1cc(-c2ccccn2)nc2c(Cl)cccc12	0.97	1.9	-7	3	-2	4	0.92	8	-1
O=C1CCCN1CCCNc1nc2c(S(=O)(=O)c3ccc(Br)cc3)nnn2c2ccccc12	0.95	1.3	-7	5	0	-3	1	-4	-3
COC(=O)c1ccc(NC(=O)COc2ccccc2OC)cc1	1	-6.4	-2	-2	-3	-12	0.99	1	-1
COC(=O)c1ccc(CSc2nc3ccccc3s2)o1	1	1.3	-4	-3	-1	-9	1.3	-26	-6
Cn1cc(S(=O)(=O)NC[C@H]2O[C@@H](n3cnc4c(N)ncnc43)[C@H](O)[C@@H]2O)cn1	1.1	-0.7	1	-12	.	1	.	.	0
Cc1occc1C(=O)NNC(=O)c1ccccc1F	1.1	0.1	-9	-8	-2	0	1.2	-17	-3
O=C(NCc1cccnc1)NC(=O)c1ccc(Cl)cc1	0.96	-2.2	-8	4	-2	-5	0.96	4	-1
O=C1C(=O)N(CCCN2CCOCC2)C(c2ccc(F)cc2)/C1=C(/O)c1ccccc1 (configuration not stated)	1	0.0	-5	-4	0	-5	0.92	8	-3
O=C(NC(=O)c1ccc(Cl)cc1)Nc1ccc(-c2cnco2)cc1	1	.	-9	0	-2	.	1.2	-18	0
CCOc1ccccc1NC(=S)NCc1ccccc1	0.99	1.9	-4	1	1	12	1.1	-12	-5
O=C(NCCCN1CCCCCC1)c1ccc2c(c1)NC(=O)C(N1CCOCC1)S2 (configuration not stated)	0.99	0.8	-3	1	-3	-15	0.96	4	2
COc1ccc(CCNC(=O)COC(=O)c2cc(=O)[nH]c3ccccc23)cc1	0.97	-2.1	-4	3	-3	-1	1.2	-15	-2
NNC(=O)c1cncn1-c1ccc(F)cc1	0.88	-2.0	0	12	2	11	0.83	16	3
CC1=C(c2ccccc2)[N+](=O)C2(CCCCC2)N1[O-]	1.1	1.8	-3	-7	1	0	1	-2	-3
O=C(COC(=O)c1cccc(S(=O)(=O)N2CCOCC2)c1)Nc1ncc(C(F)(F)F)cc1Cl	0.98	0.7	-4	2	5	5	0.9	10	-1
O=C(CCc1ccc(S(=O)(=O)N2CCOCC2)cc1)Nc1c(F)cccc1F	1.2	-0.9	-4	-15	-4	4	1	-2	-1
C=CCn1c(SCC(=O)NCCO)nc2sc(C)c(C)c2c1=O	1	-1.5	-6	-3	13*	-4	1	0	-1
C=CCOc1ccccc1CN1CCC(Oc2ccc(C(=O)N3CCCC3)cc2)CC1	1	-0.5	-6	-5	-1	15	1.3	-26	-1
COc1cccc(-n2nnc3c(=O)n(CC(=O)Nc4cc(C)on4)cnc32)c1	0.98	0.9	-8	2	-1	-2	0.98	2	-4
Cc1oc(-c2ccccc2)nc1C(=O)OCC(=O)NCc1ccccc1	0.94	2.1	-8	6	-2	13	1.1	-12	-1
O=C(NCCCCCNC(=O)c1cccnc1)c1cccnc1	1	-0.5	-4	-1	0	-3	0.99	0	-3
COCCN(CCOC)C(=O)c1cc2sc3ccccc3c2s1	0.98	0.9	-7	2	0	-6	1.1	-13	-2
COc1cccc(-n2nnc3c(=O)n(CC(=O)N4CCCc5ccccc54)cnc32)c1	1	-0.1	-5	-5	2	-6	1.2	-17	-7
C/C(=C\c1ccccc1)CN1CCN(c2cccc(Cl)c2)CC1	0.93	2.9	-1	7	-4	2	0.89	11	-1
O=C(O)c1ccc(CSc2nnc(COc3ccc(Cl)cc3Cl)o2)cc1	0.97	-0.7	-7	3	0	10	0.9	10	-2
C=CCN(C(=O)c1csnn1)C(C(=O)NC1CCCCC1)c1ccc(Cl)cc1 (configuration not stated)	1	-0.7	-5	-4	1	3	1	-4	-3
CCc1ccc(S(=O)(=O)Nc2ccc(O)c3c(=O)cc(-c4ccccc4Cl)oc23)cc1	0.97	3.3	-4	3	-8	33	1	-1	4
CC(C)NC(=O)Cn1cnc2c(cnn2-c2ccc(F)cc2)c1=O	1	-0.5	-1	-3	-1	-6	1.1	-9	1
Nc1c(S(=O)(=O)c2cc(Cl)ccc2Cl)c2nc3ccccc3nc2n1CCN1CCOCC1	0.98	0.6	-2	2	-5	-12	0.92	8	1
O=c1oc2ccccc2cc1-c1csc(Nc2ccc(O)cc2)n1	0.7	-2.1	-10	30	-6	38	0.83	17	3
CCOC(=O)c1sc(=S)n(-c2ccc(Cl)cc2)c1C	1	-0.5	-9	0	-2	-5	0.9	10	-1
COc1ccc(S(=O)(=O)NCc2ccccn2)cc1NC(=O)c1ccc(C)cc1	1	-2.1	-2	-1	0	7	1.1	-12	-1

Profiles from above. Order of screens: mIAP activ	MPTP inh	A3G deaminase	mIAP inh	MIN6 prolif	ATG4B inh	hIAP act	hIAP inh	APOBEC3A inh
Nc1c(S(=O)(=O)c2cc(Cl)ccc2Cl)c2nc3ccccc3nc2n1CCN1CCOCC1 is listed with 0.98	0.6	-2	2	-5	-12	0.92	8	1
Cc1oc(-c2ccccc2)nc1C(=O)OCC(=O)NCc1ccccc1 is listed with 0.94	2.1	-8	6	-2	13	1.1	-12	-1

Gathered by group: the entries above with two or more sulfur atoms.
SMILES	mIAP activ	MPTP inh	A3G deaminase	mIAP inh	MIN6 prolif	ATG4B inh	hIAP act	hIAP inh	APOBEC3A inh
O=C(Nc1nnc(-c2ccccc2)s1)c1cccc(S(=O)(=O)N2CCOCC2)c1	0.92	-3.1	-9	8	-1	-3	0.97	3	0
COC(=O)c1ccc(CSc2nc3ccccc3s2)o1	1	1.3	-4	-3	-1	-9	1.3	-26	-6
C=CCn1c(SCC(=O)NCCO)nc2sc(C)c(C)c2c1=O	1	-1.5	-6	-3	13*	-4	1	0	-1
COCCN(CCOC)C(=O)c1cc2sc3ccccc3c2s1	0.98	0.9	-7	2	0	-6	1.1	-13	-2
CCOC(=O)c1sc(=S)n(-c2ccc(Cl)cc2)c1C	1	-0.5	-9	0	-2	-5	0.9	10	-1

Later entries
SMILES	mIAP activ	MPTP inh	A3G deaminase	mIAP inh	MIN6 prolif	ATG4B inh	hIAP act	hIAP inh	APOBEC3A inh
N/C(=N\OC(=O)c1ccc2c(c1)OCO2)c1cccc([N+](=O)[O-])c1	1	0.2	1	-1	-6	-3	1.1	-5	1
CN(C)C(CNC(=O)c1cccc(S(=O)(=O)N2CC3(C)CC2CC(C)(C)C3)c1)c1ccco1 (configuration not stated)	0.98	0.5	-1	2	-3	-3	0.86	14	1
Cc1nc(-c2cc(-c3nc(-c4cc(C(F)(F)F)cc(C(F)(F)F)c4)no3)no2)cs1	0.93	0.0	0	7	7	-5	0.94	6	3
C[C@H]1CN=C(N(C)C)N1CCc1cccc(F)c1	1	-0.3	-2	-1	7	7	0.89	11	1
Nn1c(SCC(=O)N2CCCc3ccccc32)nnc1-c1ccccc1	0.97	-4.0	-5	3	-1	0	0.99	1	-1
C=CCn1c(COc2ccc(OC)cc2)nnc1SC(C)C(=O)NC1CC1 (configuration not stated)	1	-1.3	-9	-4	-2	-4	0.9	10	-3
Oc1ccc(Cl)cc1C(C#Cc1ccccc1)N1CCOCC1 (configuration not stated)	0.96	0.4	-3	4	-2	-5	0.94	6	0
CCc1cc(=O)oc2cc(C)cc(OCC(C)=O)c12	1.1	2.2	-5	-11	-1	-4	1.1	-8	0
Cn1c(=O)n(Cc2ccc(Br)cc2)c2ccccc21	1	-1.9	-4	-1	2	-6	1	0	-2
Cc1ccc(O)c(C(=O)c2cnn(C(=O)Cc3csc(C)n3)c2)c1	1.1	-1.7	-5	-5	2	43*	1.1	-6	-5
COc1ccc(OCC(=O)Nc2ccc3oc(=O)ccc3c2)cc1	1.1	-0.4	5	-7	-4	4	1.2	-23	6
O=C(Nc1cccc(S(=O)(=O)NC2=NCCC2)c1)c1cc(-c2ccco2)nc2ccccc12	0.69	3.4	78	31	-2	10	0.91	9	86

From PubChem BioAssay

Rows were taken by chance, and some 3.3% of all compounds hit somewhere here.
